aSyn yeast inh = qHTS of alpha-syn Inhibitors; Yeast expressing alpha-synuclein, growth rescue, BacTiter-Glo, 24 h; Potency, µM (doses to about 46.1 µM), for the others: at the top dose growth rescue (activation), actives largely listed as activators; 370,000 tested, 0.14% active; further: potency means the concentration at half of the fitted maximal effect; % of control where 0% means no effect; nearly all actives have a fitted effect of over 65% in size
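Rescue of yeast growth: cells expressing toxic alpha-synuclein, induced in galactose at OD600 0.02, incubated with compound 24 h at 30 C. ATP luminescence quantified growth; inhibitors of toxicity appear as activators.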
EPAC2 antag = qHTS for Antagonist of cAMP-regulated guanine nucleotide exchange factor 2 (EPAC2): primary screen. EPAC2 GEF exchange of Rap1B-BODIPY-GDP, fluorescence. Potency, µM (top dose mostly 114 µM), inactives show at the highest dose activity, negative = inhibition, most hits filed as inhibitors. 360,000 tested, 0.18% active. AID 720708, 2013; further: potency means the concentration at half of the fitted maximal effect; on the % scale 0 is the no-effect control and ±100 the full control effect; nearly all actives have a fitted effect of over 45% in size; many of its hits are not listed in these tables
Target sequence (Q8WZA2 whole entry, looked up): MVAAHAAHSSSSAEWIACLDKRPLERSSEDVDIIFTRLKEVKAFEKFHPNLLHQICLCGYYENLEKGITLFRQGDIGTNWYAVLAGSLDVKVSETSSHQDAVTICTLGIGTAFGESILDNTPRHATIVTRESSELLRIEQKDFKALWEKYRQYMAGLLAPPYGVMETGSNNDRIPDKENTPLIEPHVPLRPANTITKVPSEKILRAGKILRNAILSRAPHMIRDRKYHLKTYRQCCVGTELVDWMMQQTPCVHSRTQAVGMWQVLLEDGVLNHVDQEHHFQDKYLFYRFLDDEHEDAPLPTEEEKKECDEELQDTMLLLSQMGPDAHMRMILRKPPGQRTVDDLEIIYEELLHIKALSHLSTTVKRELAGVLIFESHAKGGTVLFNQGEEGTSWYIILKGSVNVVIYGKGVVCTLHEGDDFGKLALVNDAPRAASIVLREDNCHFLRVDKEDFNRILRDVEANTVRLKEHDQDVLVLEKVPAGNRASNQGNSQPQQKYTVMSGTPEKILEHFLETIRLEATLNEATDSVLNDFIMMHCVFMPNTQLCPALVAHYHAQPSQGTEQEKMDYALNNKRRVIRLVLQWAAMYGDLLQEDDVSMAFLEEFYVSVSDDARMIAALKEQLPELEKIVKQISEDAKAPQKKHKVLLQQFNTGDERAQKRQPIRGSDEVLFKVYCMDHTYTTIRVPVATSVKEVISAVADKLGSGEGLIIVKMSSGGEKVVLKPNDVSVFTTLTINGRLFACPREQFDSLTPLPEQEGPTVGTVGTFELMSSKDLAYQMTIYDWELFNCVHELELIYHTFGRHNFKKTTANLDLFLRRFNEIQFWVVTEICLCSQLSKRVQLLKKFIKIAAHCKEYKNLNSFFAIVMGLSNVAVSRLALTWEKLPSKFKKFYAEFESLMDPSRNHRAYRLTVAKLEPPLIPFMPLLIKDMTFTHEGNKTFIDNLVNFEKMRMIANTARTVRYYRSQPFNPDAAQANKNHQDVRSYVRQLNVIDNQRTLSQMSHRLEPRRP
FUS suppressor = qHTS for Suppressors of FUS Proteinopathy: Primary screen using FUS-linked yeast assay | 390,000 tested, 0.24% active | Potency, µM (highest dose often 76.6 µM), inactives show top-dose growth rescue (activation), hits mostly activators | S. cerevisiae FUS-expressing, growth rescue, OD600, 24 h | AID 1347120, 2019;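 further: potency means the concentration at half of the fitted maximal effect; plate controls were DMSO vehicle for no effect and reference control for full effect; nearly all actives have a fitted effect of over 55% in size; some results filed as inactive show a strong effect at the top dose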
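FUS-expressing yeast, raffinose-pregrown, induced in 2% galactose minimal medium at OD 0.005; compounds in a dilution series, 24hr at 30C. Growth restoration read as absorbance at 600 nm. CP55940 positive control, DMSO negative.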
TDP-43 yeast inh = qHTS of TDP-43 Inhibitors. TDP-43 expressing yeast growth rescue, BacTiter-Glo, 24 h. AID 652104, 2013. Potency, µM (series often up to 46.1 µM), inactives show at the highest dose growth rescue (activation), most hits filed as activators. 410,000 tested, 1.8% active; further: potency means the concentration at half of the fitted maximal effect; % of control where 0% means no effect; nearly all actives have a fitted effect of over 50% in size
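Readout is BacTiter-Glo luminescence of cell growth, so inhibitors register as activators. TDP-43-expressing yeast at OD600=0.02 in galactose medium, after raffinose pregrowth to mid-log, were incubated with compound for 24 hr at 30 deg C.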
EPAC2 ag = qHTS for Agonist of cAMP-regulated guanine nucleotide exchange factor 4 (EPAC2): primary screen. EPAC2 activation, biochemical qHTS; response scale: 100% = 6.5 mM cAMP response. Potency, µM (doses to about 154 µM), for inactives: top-dose activation, usual class: activators. 360,000 tested, 0.079% active. AID 720711, 2013; further: potency means the concentration at half of the fitted maximal effect; nearly all actives have a fitted effect of over 50% in size
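Compounds were added across a concentration range to EPAC2 (100 nM), RAP1B-BODIPY-GDP (250 nM) and GDP (50 uM). After 5 min at room temperature, fluorescence was recorded at 5-min intervals for 30 min.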
DRD3 agonist = qHTS of D3 Dopamine Receptor Agonist: qHTS; D(3) dopamine receptor (Homo sapiens), P35462; D3R DiscoveRx beta-arrestin cells, luminescence, 90 min; max activation, %; 410,000 tested, 0.58% active; AID 652048, 2013; in the data active means max activation above about 30%; further: 0% is about no effect; mostly tested at two doses, the higher about 12 µM
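Agonist-mode cell screen: cells plated at 1500/well and incubated overnight at 37 °C, then exposed to library compounds for 90 min at 37 °C. Detection reagent was added for 30–60 min at room temperature, and luminescence was read.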
DRD3 antagonist = qHTS of D3 Dopamine Receptor Antagonist: qHTS; D(3) dopamine receptor (Homo sapiens), P35462; D3R cells, DiscoveRx beta-arrestin luminescence, antagonist mode; active compounds read low; max response, negative = inhibition, %; 360,000 tested, 2.5% active; AID 652054, 2013; in the data active means max response below about -50%; inconclusive means no clear call, values can overlap the other calls; further: on the % scale 0 is the no-effect control and ±100 the full control effect; mostly tested at two doses, the higher about 12 µM
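Cells plated overnight at 1500 cells/well, then exposed to library compounds with dopamine controls for 90 minutes at 37 degrees C. DiscoveRx reagent added for 30–60 minutes at room temperature; luminescence read, quantitative HTS format.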
Abeta rescue = qHTS for compounds that reverse cellular toxicity of Amyloid beta (A-beta) peptide in yeast: Primary Screen; yeast expressing A-beta42, growth rescue, OD600, 48 h; response scale: 0% DMSO, 100% iron-clioquinol control; Potency, µM (highest dose often 46.1 µM), inactives show at the highest dose growth rescue, actives largely listed as activators; 410,000 tested, 0.063% active; AID 1347071, 2019; further: potency means the concentration at half of the fitted maximal effect; nearly all actives have a fitted effect of over 55% in size
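Growth rescue measured by 600 nm absorbance after 48 h yeast culture at 30 C with compound. Values normalized between DMSO and an equimolar ferric chloride plus clioquinol control.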
The depositor's hits bear a star; u = inconclusive; x = not tested or not shown; & = joins results of further samples; [ ] = remark or other dose. Unless noted, the call rests on the fitted dose curve; in most records, active means well fitted curve in the direction sought with a large enough effect; inconclusive means small, poorly fitted or top-dose-only effect, or another doubt; inactive means no such curve, though single readings can be large; an effect the other way counts as inactive or inconclusive.

SMILES	aSyn yeast inh	EPAC2 antag	FUS suppressor	TDP-43 yeast inh	EPAC2 ag	DRD3 agonist	DRD3 antagonist	Abeta rescue
CC1CCCCC12NC(=O)N(CC(=O)N1CCN(c3ccccc3)CC1)C2=O (stereo unspecified)	3.1%	9.9%	-1.2%	13.6%	9.9%	-1.2	-8.4	-3.1%
CN(C)S(=O)(=O)Nc1ccc(Br)cc1F	2.2%	0.1%	2.4%	13.7%	3.8%	0.7	2.6	20.7%
CCOCCCNC(=O)c1cc2c(=O)n3cccc(C)c3nc2s1	-4.9%	12.0%	-18.0%	14.2%	0.6%	-4.8	-14.3	-15.3%
Cn1c(=O)c2[nH]c(SCC(=O)c3ccc(F)cc3)nc2n(C)c1=O	0.2%	0.8%	-2.2%	-7.1%	1.4%	1.7	0.1	1.0%
CSc1nc(C)c2c(n1)N(c1ccc(C(F)(F)F)cc1)CC2	0.4%	4.3%	7.4%	3.7%	-0.1%	-0.2	24.9	4.5%
Cc1cc(C)cc(NC(=O)NC2CCCCCCC2)c1	1.7%	-4.3%	13.0%	-3.2%	-4.8%	-1.3	25.7	4.4%
COc1ccc(NC(=O)c2ccccc2N(Cc2ccccc2)S(C)(=O)=O)cc1	9.1%	4.0%	-5.6%	11.6%	4.7%	-1.0	9.6	24.0%
O=C(N/N=C\c1cccc(F)c1)c1ccc(-c2ccccc2)cc1	10.0%	13.8%	-23.6%	13.7%	-0.7%	-1.1	2.0	-14.0%
CCCNC(=O)Cn1c(=O)oc2ccccc21	-6.8%	19.1%	-16.5%	4.1%	-4.7%	6.5	0.0	-1.8%
Cc1ccc(NC2=NC(c3ccc(C)cc3)n3c(nc(C)cc3=O)N2)cc1 (stereo unspecified)	-8.7%	-4.5%	31.6%	13.1%	-25.5%	-5.2	-24.5	-12.4%
Cc1ccc(NC(=O)CSc2ncnc3c2sc2ccccc23)cc1C	x	x	-21.1%	-3.8%	x	1.9	x	-13.6%
COc1ccc(NC(=O)COCc2cc(-c3ccco3)on2)cc1	x	x	-19.5%	12.0%[9.22 µM]	x	-10.7	x	-16.3%
Cc1ccc(-c2nn(CCC#N)cc2C=C(C#N)C#N)cc1	3.7%	-4.3%	-1.7%	-8.9%	-0.7%	9.6	-22.5	-0.1%
COc1ccc(CCNC(=O)C2CC(=O)N(C3CCCCCCC3)C2)cc1OC (stereo unspecified)	0.7%	-4.6%	29.6%	-16.9%	11.4%	-24.4	-11.5	6.9%
COc1ccc(S(=O)(=O)Cc2ccc(C(=O)NC3CC3)o2)cc1	-24.1%	7.8%	-14.7%	0.0%	8.2%	3.5	-5.6	-11.0%
CCOC(=O)N1CCN(C(=O)CNC(=O)c2ccc(Br)o2)CC1	3.8%	19.3%	2.7%	-17.1%	1.2%	8.7	15.1	0.2%
CCOC(=O)CNC(=S)NN(C)C	0.7%	-1.7%	2.2%	8.5%	10.3%	-2.9	0.0	-1.7%
O=C(Nc1c(-c2ccccc2)nc2ccccn12)c1ccc(Br)cc1	x	x	-0.5%	0.0%	x	-4.3	x	8.0%
N#Cc1cc2cc3c(cc2nc1SCC(=O)N1CCOCC1)OCO3	-2.7%	16.9%	-10.7%	4.5%	5.5%	-2.1	-2.8	-3.3%
CCCCC(=O)NCCc1cc2ccc(OC)cc2[nH]c1=O	6.3%	-1.0%	-4.4%	5.3%	-12.2%	-9.5	-13.7	-2.1%
CCN(CC)C(=O)CN1C(=O)NC2(CCc3ccccc3C2)C1=O (stereo unspecified)	-0.3%	2.7%	-42.2%	14.1%	-0.5%	-1.8	-21.2	-4.3%
CCOc1ccc(-n2ccnc(SCC(=O)Nc3ccc(OC)cc3OC)c2=O)cc1	-2.0%	2.5%	22.4%	9.7%	5.2%	-5.9	-14.5	-0.6%
COc1ccc(N2CC(NC(=O)c3cc4ccccc4o3)CC2=O)cc1 (stereo unspecified)	x	x	35.8%	16.1%	x	10.0	x	0.2%
NC(=O)CCC(NC(=S)Nc1ccccc1)C(=O)O (stereo unspecified)	-12.8%	4.6%	-19.0%	2.6%	6.8%	-14.2	1.1	1.4%
Nc1nc[nH]c(=O)c1N=Cc1ccccc1	11.1%	4.5%	-8.0%	-11.5%	6.8%	9.5	46.5	-11.7%

Next section, starting with the last 3 of the part before.
SMILES	aSyn yeast inh	EPAC2 antag	FUS suppressor	TDP-43 yeast inh	EPAC2 ag	DRD3 agonist	DRD3 antagonist	Abeta rescue
COc1ccc(N2CC(NC(=O)c3cc4ccccc4o3)CC2=O)cc1 (stereo unspecified)	x	x	35.8%	16.1%	x	10.0	x	0.2%
NC(=O)CCC(NC(=S)Nc1ccccc1)C(=O)O (stereo unspecified)	-12.8%	4.6%	-19.0%	2.6%	6.8%	-14.2	1.1	1.4%
Nc1nc[nH]c(=O)c1N=Cc1ccccc1	11.1%	4.5%	-8.0%	-11.5%	6.8%	9.5	46.5	-11.7%
Cc1cc(C(=O)Nc2ccc3c(c2)OCCO3)c2ccccc2n1	0.8%	0.5%	-11.1%	u	0.9%	-4.6	-5.4	-8.7%
Cc1csc2nc(COC(=O)c3ccccc3NC(=O)c3ccccc3Cl)cc(=O)n12	x	x	13.3%	0.0%	x	3.3	x	12.0%
CCCCCN(C(=O)CCC(=O)OCC(=O)N1CCCC(C)C1)c1c(N)n(CCCC)c(=O)[nH]c1=O (stereo unspecified)	-6.0%	-3.5%	u	17.7%	-3.5%	-4.4	-12.9	11.8%
C=CCN1N=C(c2ccc(NC(=O)c3ccccc3)cc2)CSC1=O	u	0.1%	-33.9%	6.9%	4.9%	1.1	17.5	-2.6%
CCCSc1nnc(N2C(=O)C(O)=C(C(=O)c3ccco3)C2c2ccccc2F)s1 (stereo unspecified)	-6.7%	3.2%	u	-17.6%	1.6%	6.0	0.0	x
CCCOc1ccc(N2CC(C(=O)NCCc3ccc(OC)c(OC)c3)CC2=O)cc1 (stereo unspecified)	-1.7%	-0.6%	3.2%	3.0%	-4.2%	11.4	5.8	-2.1%
Cc1ccc(NC(=O)c2cc(S(=O)(=O)N3CCC(C)CC3)cn2C)cc1Cl	x	x	-0.9%	9.2%	x	-0.9	x	-8.3%
CCO[C@@H]1c2c(ccc3ccc(=O)oc23)OC(C)(C)[C@H]1O	4.7%	22.7%	-26.9%	-3.3%	10.7%	6.5	14.1	-0.1%
CCCN1C(=O)C(NC(C)=O)c2ccccc21 (stereo unspecified)	9.9%	2.3%	4.9%	18.2%	3.8%	-4.4	-14.8	7.8%
CCN(C(=S)NC(=O)C1CC1)c1ccccc1	1.7%	0.7%	32.2%	11.5%	4.5%	-15.5	3.0	5.8%
O=C(c1ccc(Br)o1)N1CCN(c2ccc3nnc(-c4ccc(F)cc4)n3n2)CC1	-2.0%	6.4%	0.6%	u	-4.3%	6.9	64.1	7.4%
O=c1[nH]c2ccccc2n2c(=S)[nH]nc12	0.6%	3.2%	-3.3%	-3.3%	4.6%	1.1	-27.3	1.3%
Cc1nccn1CC1CCc2c(c3ccccc3n2C)C1=O (stereo unspecified)	1.3%&-1.9%	-10.0%&14.4%	-31.0%&-23.2%	15.6%&16.5%	0.4%&-1.0%	4.1&-19.6&4.0&-18.2	7.9&-20.7	-4.6%&-10.1%
COc1cccc(CN(CC(=O)NCc2ccccc2)C(=O)c2csnn2)c1	1.4%	-7.3%	-18.5%	-11.6%	-5.9%	-4.5	4.3	6.5%
CC(=O)N1c2ccc(S(=O)(=O)N3CCCCC3)cc2CC1C(=O)NCc1ccc(N(C)C)cc1 (stereo unspecified)	-1.2%	-3.2%	2.6%	-18.2%	-1.5%	2.6	8.1	-7.3%
Fc1ccc(Nc2c(-c3ccccn3)nc3ccc(Cl)cn23)cc1	x	x	-2.0%	2.3%	x	-20.2	x	u
Cc1onc(-c2ccccc2Cl)c1C(=O)Nc1nn[nH]n1	0.8%	-1.0%	-5.5%	-5.2%	2.9%	-1.0	-7.3	6.3%
CC(=O)Nc1ccc(NC(=O)C(C)Oc2ccccc2F)cc1 (stereo unspecified)	12.3%	-14.8%	56.7%	6.7%	13.2%	-0.7	-0.2	-8.0%
COc1ccc(NC(=O)CN(C)C(=O)Cc2n[nH]c(=O)c3ccccc23)cc1	-2.1%	9.3%	u	-15.2%	0.8%	-12.5	4.1	13.3%
CCCOc1ccc(C(=O)CCC(=O)NNC(=O)c2cccs2)cc1	-0.2%	4.1%	-8.4%	-2.8%	-0.3%	-0.8	-8.2	-9.9%
CC1(Oc2ccc(Cl)cc2)CCN(Cc2cccn2-c2nccs2)C1 (stereo unspecified)	0.1%	1.1%	-2.3%	3.3%	26.3%	-12.6	-17.9	-17.1%
Cc1cc(Nc2ncc(Cl)cc2Cl)n(-c2ccccn2)n1	-11.5%	23.4%	19.1%	0.0%	2.5%	-11.0	-16.9	3.5%
Cc1ccc(S(=O)(=O)Nc2nc(C)c(C(=O)NNS(=O)(=O)c3ccccc3)s2)cc1	0.2%	1.1%	3.7%	3.6%	2.7%	6.1	1.5	1.8%
CCCc1nc(N)c(C#N)c(-c2cccnc2)c1CC	0.0%	2.9%	-14.0%	2.0%	6.0%	-2.1	-13.6	-6.5%
COc1ccccc1OCC(=O)N1CCCCCC1	-4.3%	2.4%	-9.6%	12.1%	6.2%	-11.1	-23.6	2.2%
N#Cc1cccc(NC(=O)Cc2ccccc2)c1	0.5%	-14.9%	9.0%	x	-0.4%	-3.9	-10.3	8.8%
N#Cc1c(-c2cccs2)cc(-c2cccnc2)nc1N	-9.1%	8.4%[57.1 µM]	0.9%	u	-4.4%	0.5	43.6	8.7%
Cc1cc2c(SCC(=O)Nc3ccccc3O)ncnc2s1	-5.2%	3.6%	6.9%	3.7%	11.6%	0.8	1.6	-12.1%
COc1ccc(CCN(C)Cc2nc(Cc3ccc(OC)c(OC)c3)no2)cc1OC	0.4%	6.2%	2.7%	14.9%	12.9%	9.6	6.4	8.1%
COC(=O)c1sc(NC(=O)COc2ccc(C)cc2)nc1C	0.3%	11.6%	-0.7%	-10.1%	-7.4%	-4.1	20.9	-4.7%

Screens from PubChem BioAssay.

This is a subset. The share of hits here may be higher or lower than overall.
